Pf growth 48h: inhibits P. falciparum growth in the first generation, 48 h; P. falciparum luciferase growth in erythrocytes, 48 h; Potency, µM (titrated, usually from 28.7 µM), without a hit: top-dose activity change, negative = inhibition, most hits filed as inhibitors; 5.9% of 310,000 active; further: potency means the concentration at half of the fitted maximal effect; on the % scale 0 is the no-effect control and ±100 the full control effect
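Firefly luciferase activity from engineered P. falciparum reports growth; inhibitors lower the luminescent signal. Cultures contained 2% hematocrit erythrocytes at 0.1% final parasitemia.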
CHX counter: counter-screen hit for Shiga toxin inhibitors, cycloheximide. cell reporter, cycloheximide protein synthesis inhibition counterscreen. max response, %. 12% of 300,000 active. AID 2314; in the data active means max response mostly above about 13%, no sharp cut-off; inactive means mostly below about 14%; further: read at 38.3 µM for the half of the compounds with a filed dose; 0% is about no effect
Sm TGR block: S. mansoni TGR enzyme inhibition | Q962Y6 | purified TGR, DTNB reduction, TNB absorbance 405 nm | Potency, µM (highest dose often 114 µM), without a hit: at the highest dose activity change, negative = inhibition, hits mostly inhibitors | 3% of 360,000 active; further: potency means the concentration at half of the fitted maximal effect; on the % scale 0 is the no-effect control and ±100 the full control effect; nearly all actives have a fitted effect of over 60% in size
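First, TGR (20 nM dispensed) and NADPH were mixed with compound. Second, a 15 min room-temperature incubation followed. Third, further NADPH and then DTNB were added to start the reaction. Finally, TNB absorbance was monitored kinetically.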
Pf growth 96h: P. falciparum growth inhibition at 96 hours | AID 504834 | Potency, µM (top dose mostly 28.7 µM), without a hit: at the highest dose activity change, negative = inhibition, actives largely listed as inhibitors | 6.9% of 320,000 active | P. falciparum luciferase reporter growth, 96 h; further: potency means the concentration at half of the fitted maximal effect; on the % scale 0 is the no-effect control and ±100 the full control effect
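Two parasite generations (96 h, 37 C, 5% CO2) of compound exposure in infected erythrocytes (0.05% parasitemia, 2% hematocrit). Luciferase-reporter P. falciparum; decreased luminescence indicates inhibited growth, aimed at apicoplast-acting delayed death.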
FBPA Giardia inh: Giardia lamblia aldolase inhibition; A8B2U2; purified Giardia FBPA; Potency, µM (titrated, usually from 59.6 µM), without a hit: at the highest dose activity, negative = inhibition, actives largely listed as inhibitors; 0.71% of 290,000 active; further: potency means the concentration at half of the fitted maximal effect; on the % scale 0 is the no-effect control and ±100 the full control effect; nearly all actives have a fitted effect of over 55% in size
Target sequence (A8B2U2 whole entry, looked up): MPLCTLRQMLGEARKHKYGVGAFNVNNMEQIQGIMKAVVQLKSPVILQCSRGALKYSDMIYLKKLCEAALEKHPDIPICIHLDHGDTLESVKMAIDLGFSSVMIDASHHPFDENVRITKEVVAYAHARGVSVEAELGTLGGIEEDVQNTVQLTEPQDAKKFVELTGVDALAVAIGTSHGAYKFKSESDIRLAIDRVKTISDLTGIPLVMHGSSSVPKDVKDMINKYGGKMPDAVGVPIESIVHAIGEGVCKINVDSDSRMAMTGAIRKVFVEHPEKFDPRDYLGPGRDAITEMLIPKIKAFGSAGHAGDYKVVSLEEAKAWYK
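Giardia FBPA (40 nM reagent) was preincubated 10 min at RT with compound (up to 57.5 uM final), then substrate plus GAPDH/TPI/NAD/arsenate coupling system with diaphorase/resazurin was added; resorufin fluorescence (525/598 nm) was read after 20 min.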
Shiga toxin inh: blocks Shiga toxin action in Vero cells; Vero cells, Shiga toxin protein synthesis inhibition reporter; inhibition, % at 38.7 µM; 9.2% of 290,000 active; in the data active means inhibition mostly above about 28%, no sharp cut-off; inactive means mostly below about 43%; further: 0% is about no effect
Starred values were filed as active, the others as inactive; ? = inconclusive; . = no result given; & = joins results of further samples; [ ] = remark or other dose. Unless noted, the call rests on the fitted dose curve; in most records, active means well fitted curve in the direction sought with a large enough effect; inconclusive means small, poorly fitted or top-dose-only effect, or another doubt; inactive means no such curve, though single readings can be large; an effect the other way counts as inactive or inconclusive.

# | mol | Pf growth 48h | CHX counter | Sm TGR block
1 | CCOC(=O)C(Sc1cc(-c2ccccc2)nc2ncnn12)C(C)=O (stereo unspecified) | -1% | -1 | -10%
2 | C=CCn1c(=O)/c(=C/c2ccc(C)o2)s/c1=C(/C#N)C(=O)c1ccccc1 | . | 1 | -15%[11.4 µM]
3 | Cc1cc(C)n(-c2ccc(C(=O)NCc3ccc4c(c3)OCO4)cc2)n1 | 1% | -5 | -2%
4 | COc1ccc(CNC(=O)c2cnc3n(c2=O)CCS3)cc1 | -5% | -3 | -6%
5 | O=C(O)c1ccc(N2CCCC2=O)cc1 | . | 0 | 11%[11.4 µM]
6 | O=S(=O)(Nc1cccc(-c2cn3c(n2)SCC3)c1)c1cccs1 | -6% | 8 | -11%
7 | CN1CCN(C(=O)C2(NC(=O)Nc3cccc(F)c3)CCCCC2)CC1 | 7% | 1 | -1%
8 | CCN(Cc1ccncc1)C(=O)C(CO)c1ccccc1 (stereo unspecified) | 6%&5% | -2 | 4%
9 | O=C(CSCc1ccc(Cl)cc1)NCc1ccc2c(c1)OCO2 | -3% | -2 | 5%
10 | O=C(CCCN1CCN(c2ccccn2)CC1)c1ccc(F)cc1 | ? | . | 2%
11 | CC(=O)NCCn1c(SCC(=O)c2ccccc2)nc2ccccc2c1=O | ? | 2 | 4%
12 | CCOC(=O)c1c(-c2ccccc2)csc1NC(=O)CSc1nnnn1C | 4.7µM* | 4 | -10%
13 | Clc1ccc(-n2nnnc2SCc2c(-c3ccccc3)nc3sccn23)cc1 | . | -3 | -2%[11.4 µM]
14 | COc1cc(CC(=O)OC2CCOC2=O)cc(OC)c1OC (stereo unspecified) | 12% | -3 | 4%
15 | COc1ccc(N(C)C(=O)CN(C)S(=O)(=O)c2ccc3c(c2)c(=O)n(C)c(=O)n3C)c(OC)c1 | -13% | -1 | -8%

# | Pf growth 96h | FBPA Giardia inh | Shiga toxin inh
1 | ? | ? | -1
2 | 152%[activator] | ? | -1
3 | -16% | -10% | -14
4 | -23% | 4% | -11
5 | ? | 1% | -3
6 | 8% | -3% | 3
7 | 6%[5.75 µM] | 8% | 9
8 | ? | 3%&2%&7% | -2
9 | -1% | -2% | -3
10 | -2%&-8% | -1% | .
11 | ? | 5% | -11
12 | . | -9% | -4
13 | ? | -4% | -13
14 | 42%[activator] | 4% | -6
15 | ? | 6% | -2

Continuation:
# | mol | Pf growth 48h | CHX counter | Sm TGR block
16 | Cn1cnnc1Sc1ccc(C(=O)OCC(=O)NC2CC2)cc1[N+](=O)[O-] | 28% | -1 | 1%
17 | CC(C(Sc1ccccc1N)c1ccccc1)[N+](=O)[O-] (stereo unspecified) | 2.6µM* | 32* | 0%
18 | Cc1ccc([N+](=O)[O-])c(OCC(=O)OCC(=O)c2ccccc2)c1 | 11% | -2 | 7%
19 | CC(=O)OCCNc1cc(SC(C)C)c2nonc2c1[N+](=O)[O-] | ? | -8 | -23%
20 | COc1cc(Cl)ccc1OCc1cc(C(=O)N2CCC(N(C)C)C2)no1 (stereo unspecified) | 6% | 11 | -2%
21 | Cc1cccc(Nc2ccc3nonc3c2[N+](=O)[O-])c1C | 14% | -3 | -21%
22 | CCN(CC)CCNC(=O)c1ccc(NC(=O)c2cc(-c3ccncc3)nc3ccccc23)cc1 | 0.83µM* | . | -7%
23 | S=c1[nH]nc(-c2ccccc2Br)n1Cc1ccccc1 | 24% | -1 | 0%
24 | COc1cc(OC)c(NC(=O)c2c(-c3ccccc3)noc2C)cc1Cl | 5% | 1 | 0%
25 | CCN1CCN(C(=S)c2ccc(Br)cc2)CC1 | 18% | -5 | 7%
26 | CCOC(=O)c1c(C)noc1CP(=O)(c1ccccc1)c1ccccc1 | -4% | -1 | -9%
27 | CCOC(=O)C(=O)CC(=O)c1ccc2c(c1)OCCO2 | 17% | 30* | 25%
28 | Cc1ccc2cc(CCNC(=O)c3ccc4c(c3)OCO4)c(=O)[nH]c2c1 | ? | -3 | -5%
29 | COc1cc(OC)nc(Oc2ccccc2C(=O)Oc2ccc(C)cc2)n1 | 4% | -4 | -10%
30 | Cc1nn(-c2ccccc2)c2sc(C(=O)OCn3nnc4ccccc4c3=O)cc12 | -6% | -5 | -6%

# | Pf growth 96h | FBPA Giardia inh | Shiga toxin inh
16 | 4% | -2% | 17
17 | 0% | 20µM* | 61*
18 | 0.93µM* | 2% | -9
19 | ? | -20% | -7
20 | ? | 5% | 2
21 | 0% | -1% | -7
22 | 8.3µM* | . | .
23 | -20% | 20% | 13
24 | ? | 4% | -6
25 | 34%[activator] | . | 23
26 | ? | -1% | 7
27 | ? | -14% | 51
28 | ? | 19% | -2
29 | ? | -6% | -25
30 | 28% | -2% | 18

More entries follow.
# | mol | Pf growth 48h | CHX counter | Sm TGR block
31 | COc1cc2sc(C)nc2c2sccc12 | -9% | -4 | 3%
32 | COc1cccc(C(=O)N2CCN(Cc3ccccc3C(F)(F)F)CC2)c1 | -1% | 2 | 0%
33 | O=C(NCC1CCCN(C(=O)c2cccnc2)C1)c1ccc(-c2ccccc2)cc1 (stereo unspecified) | -13% | 7 | 4%
34 | O=C(c1ccc(S(=O)(=O)NCc2ccco2)cc1)N1CCCC(C(F)(F)F)C1 (stereo unspecified) | 9% | . | -29%
35 | O=C(COC(=O)COc1ccccc1F)Nc1ccc(Cl)cn1 | 13% | -2 | 8%
36 | O=S(=O)(Cc1ccccc1Cl)c1ncn[nH]1 | 19% | 0 | 0%
37 | CC(SCc1ccccc1)C(=O)N/N=C/c1ccc(OCC(=O)NCc2ccco2)cc1 (stereo unspecified) | 4% | -2 | -22%
38 | CCCS(=O)(=O)N1CCC(C(=O)NCC2CCCO2)CC1 (stereo unspecified) | 1% | 0 | -23%
39 | Cc1nn(C)c(C)c1NC(=O)c1ccc(Br)o1 | 9% | 4 | -8%
40 | CC(=O)N1c2ccc(S(=O)(=O)N(C)CC(=O)Nc3cccc(C)c3)cc2CC1C (stereo unspecified) | 1% | 7 | 17%
41 | O=C(COC(=O)c1ccc(S(=O)(=O)C(F)F)cc1)NC(=O)NC1CCCCC1 | 14% | . | 2%
42 | COC(=O)c1ccc(C(=O)N2CCCC(Nc3ccc(C(C)C)cc3)C2)nc1 (stereo unspecified) | 27% | 4 | -3%
43 | CC(C)CNC(=O)CN(C)S(=O)(=O)c1ccc(F)cc1 | -14% | -4 | 5%
44 | C=C(C)C(=O)OC1(C(F)(F)F)Oc2cc(C)ccc2NC1=O (stereo unspecified) | ? | 56* | 40µM*
45 | Oc1c(Cl)cc(Cl)cc1C1Nc2ccccc2-n2cccc21 (stereo unspecified) | 78%[activator] | 1 | -30%

# | Pf growth 96h | FBPA Giardia inh | Shiga toxin inh
31 | -8%[5.75 µM] | -12% | 14
32 | 1.5µM* | ? | -4
33 | 15% | -6% | 4
34 | -12% | . | .
35 | 0% | -1% | 1
36 | 20% | -14% | 8
37 | 1.7µM* | 5% | -8
38 | -6% | -4% | 13
39 | -10% | -1% | -12
40 | ? | 2% | -2
41 | 0% | . | .
42 | ? | . | -9
43 | -20% | 6% | 2
44 | -5% | 3% | 93*
45 | 11% | -4% | -5

Quoted at random: 5 records from the list.
# | mol | Pf growth 48h | CHX counter | Sm TGR block
3 | Cc1cc(C)n(-c2ccc(C(=O)NCc3ccc4c(c3)OCO4)cc2)n1 | 1% | -5 | -2%
34 | O=C(c1ccc(S(=O)(=O)NCc2ccco2)cc1)N1CCCC(C(F)(F)F)C1 (stereo unspecified) | 9% | . | -29%
5 | O=C(O)c1ccc(N2CCCC2=O)cc1 | . | 0 | 11%[11.4 µM]
38 | CCCS(=O)(=O)N1CCC(C(=O)NCC2CCCO2)CC1 (stereo unspecified) | 1% | 0 | -23%
10 | O=C(CCCN1CCN(c2ccccn2)CC1)c1ccc(F)cc1 | ? | . | 2%

# | Pf growth 96h | FBPA Giardia inh | Shiga toxin inh
3 | -16% | -10% | -14
34 | -12% | . | .
5 | ? | 1% | -3
38 | -6% | -4% | 13
10 | -2%&-8% | -1% | .

Other structures follow:
# | mol | Pf growth 48h | CHX counter | Sm TGR block
46 | Cn1c(=O)c2c(nc(N3CCCCCC3)n2Cc2cccc3ccccc23)n(C)c1=O | ? | -3 | 3%
47 | Cc1cc(NC(=S)N(CCN2CCCCC2)Cc2ccco2)ccc1Cl | ? | -1 | 2%
48 | Cc1nnc(N(C)C(=O)c2ccccn2)s1 | 11% | -3 | -1%
49 | COCCCNC(=O)CCCC(=O)NCCCOC | 8% | -6 | -7%
50 | CCc1ccc(CNC(=O)c2ccc(OC)c(OC3CCN(C(C)C)CC3)c2)nc1 | -22% | -1 | ?
51 | COc1ccc(/C=C(/NC(=O)c2cccs2)C(=O)NCc2ccco2)cc1OC | -2% | 7 | 7%
52 | O=C(O)CN1C(=O)/C(=C\c2cccc(OC(=O)c3ccco3)c2)SC1=S | 21% | -2 | -19%
53 | COC(=O)c1cn(S(=O)(=O)c2ccccc2)c2ccccc12 | 10% | -4 | -25%
54 | O=C(CCNC(=O)c1ccccc1)Nc1ccc(F)c(Cl)c1 | 7% | -3 | 3%
55 | CCOc1ccc(-n2c(=O)c3c(C)c(C(=O)N(C)C)sc3n(CC(=O)Nc3ccccc3F)c2=O)cc1 | 21% | 2 | 6%
56 | O=C(NNC(=O)c1ccccc1Cl)c1ccco1 | 37%[activator] | 17* | 3%
57 | COc1cc(OC)c2c(c1C(CCN1CCCCC1)c1ccc(N(C)C)cc1)OC(=O)CC2c1ccc(N(C)C)cc1 (stereo unspecified) | . | -4 | .
58 | Cc1cccc(OCC(=O)NCCCNC(=O)c2cnccn2)c1 | -12% | -1 | -3%
59 | O=C(CSCc1ccccc1Br)N/N=C/c1ccc2c(c1)OCO2 | 19% | 9 | -1%
60 | Cc1ccc(-n2nc(C)c(C3C(C#N)=C(N)Oc4c3c(=O)oc3ccccc43)c2Cl)cc1 (stereo unspecified) | -19% | -1 | 0%

# | Pf growth 96h | FBPA Giardia inh | Shiga toxin inh
46 | 0% | 2% | 3
47 | ? | -5% | -16
48 | 40%[activator] | 2% | -16
49 | 120%[activator] | 4% | -15
50 | 86%[activator] | . | -11
51 | 8% | 16% | 10
52 | 47%[activator] | 11% | -7
53 | 5% | 2% | -2
54 | -19% | 1% | 10
55 | -17% | 8% | -4
56 | 47%[activator] | 0% | 42
57 | . | 6% | -8
58 | ? | 7% | -4
59 | 5% | 0% | 20
60 | 3% | -4% | -7

Later entries:
# | mol | Pf growth 48h | CHX counter | Sm TGR block
61 | O=C(c1ccco1)N(Cc1cc2ccccc2[nH]c1=O)CC1CCCO1 (stereo unspecified) | . | -2 | -7%
62 | O=C(Cc1ccc(Cl)cc1)Nc1ccc(NC(=O)c2cccs2)cc1 | 2% | -5 | 2%
63 | COc1cc(C)nc(Nc2nc(C)c(C(C)=O)s2)n1 | 13% | -8 | -21%
64 | COc1ccc(S(=O)(=O)N2CCN(c3ncccn3)CC2)cc1OC | -30% | 8 | -2%
65 | O=C(NNC1CC(=O)N(c2ccc(Br)cc2)C1=O)c1cccnc1 (stereo unspecified) | 15% | -11 | 9%
66 | CCCNCC1C(Oc2ccc(Cl)cc2)C(=O)N1c1ccccc1C (stereo unspecified) | 10µM* | -1 | 1%

# | Pf growth 96h | FBPA Giardia inh | Shiga toxin inh
61 | 18% | 2% | -16
62 | ? | -2% | -4
63 | ? | 0% | -18
64 | ? | 14% | .
65 | 6% | 6% | 0
66 | 7% | -6% | -15

Source: PubChem BioAssay
